# UPR CHOP act: apoptotic UPR (CHOP) activation; 0.34% of 330,000 active; CHO-CHOP luciferase reporter, luminescence; percent of tunicamycin response over DMSO baseline; activation, % at 10 µM; AID 449763;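 active means at 10 µM dose, activation of 40% or more, normalized to positive control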;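 further: 100% = tunicamycin at 10 µg/mL and 0% = DMSO alone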
#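 System: CHO CHOP reporter cells. Amount: 500 cells per well. Buffer or medium: F12 medium, 10% FBS. Compound dosing: one dose, 10 µM in 0.5% DMSO. Incubation: 6 h compound exposure at 37 °C after overnight seeding. Technique: Steady-Glo luciferase luminescence. Benchmarks: tunicamycin and DMSO controls.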
# XBP1 UPR activ: adaptive UPR (XBP1) activation | 0.33% of 330,000 active | CHO-XBP1 luciferase reporter, IRE1-XBP1 UPR activation, luminescence; percent of tunicamycin response, DMSO as zero | activation, % at 20 µM | AID 463104;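 active means versus positive control, 20 µM dose yields 30% or more activation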;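 further: 100% = tunicamycin at 10 µg/mL and 0% = DMSO only wells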
#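 incubation = overnight seeding at 37 °C, 6 h compound treatment at 37 °C | assay system = CHO-XBP1 cells stably carrying IRE1-XBP1-driven luciferase reporter | input = 1000 cells per well | detection = luciferase luminescence | dosing = single point, 20 µM final compound, 1% DMSO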
# CXCR6 block: inhibitors of human CXCR6 receptor. 0.36% of 360,000 active. inhibition, % at 20 µM. O00574. CHO-K1 PathHunter CXCR6 beta-arrestin, luminescence. AID 602244; in the data active means inhibition above about 34%, passing the limit was not always enough;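 further: antagonist mode with CXCL16 agonist at 10 nM final; 0% = 10 nM CXCL16 with DMSO and 100% = unstimulated wells without agonist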
# Target sequence (O00574 whole entry, looked up): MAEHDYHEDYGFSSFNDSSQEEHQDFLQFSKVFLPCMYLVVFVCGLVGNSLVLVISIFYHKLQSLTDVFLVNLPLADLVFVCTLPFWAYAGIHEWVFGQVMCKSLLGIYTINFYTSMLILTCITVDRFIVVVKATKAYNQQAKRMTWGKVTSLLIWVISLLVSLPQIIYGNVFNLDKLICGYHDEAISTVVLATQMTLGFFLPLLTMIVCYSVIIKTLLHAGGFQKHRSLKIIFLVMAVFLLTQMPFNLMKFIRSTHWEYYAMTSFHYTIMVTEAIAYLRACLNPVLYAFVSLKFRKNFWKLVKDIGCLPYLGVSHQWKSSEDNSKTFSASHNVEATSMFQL
# APJ agonist: APJ receptor agonism; P35414; CHO-K1 APJ PathHunter beta-arrestin, luminescence; 0% DMSO wells, 100% apelin; activation, % at 20 µM; 0.11% of 330,000 active; AID 2520;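 active means activation more than six SD over the plate average, tested at 20 µM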;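 further: 0% = DMSO alone and 100% = apelin-13 at 10 nM; some results filed as inactive read as strong as hits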
# Target sequence (P35414 whole entry, looked up): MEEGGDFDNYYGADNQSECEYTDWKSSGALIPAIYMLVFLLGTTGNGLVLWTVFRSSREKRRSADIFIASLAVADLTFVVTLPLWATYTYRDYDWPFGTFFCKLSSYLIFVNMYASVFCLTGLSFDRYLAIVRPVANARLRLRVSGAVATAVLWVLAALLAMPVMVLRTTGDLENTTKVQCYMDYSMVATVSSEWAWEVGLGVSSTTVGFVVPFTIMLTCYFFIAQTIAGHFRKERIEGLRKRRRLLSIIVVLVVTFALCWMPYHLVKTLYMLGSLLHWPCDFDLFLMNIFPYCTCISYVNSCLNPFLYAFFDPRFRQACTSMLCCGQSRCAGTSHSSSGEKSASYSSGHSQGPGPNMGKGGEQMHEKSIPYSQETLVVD
#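 Test system: CHO-K1 APJ beta-arrestin complementation cell line. Amount: cell density 1000 per well. Controls: DMSO negative, 10 nM Apelin-13 positive. Signal: luminescent beta-gal fragment complementation, chemiluminescent substrate. Read-out basis: agonist-driven arrestin binding to APJ. Timing: compound stimulation 90 min at 25 °C, detection 60 min.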
# APJ antag: blocks the human apelin receptor APJ; P35414; AID 2521; inhibition, % at 20 µM; CHO-K1 APJ beta-arrestin complementation, luminescence; 0.32% of 330,000 active;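 active means inhibition above about 40% at 20 µM, limit read from the data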;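 further: cells challenged with 10 nM apelin-13 agonist together with compound; plate controls were apelin-13 plus DMSO wells for no effect and DMSO wells lacking apelin-13 for full effect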
# tim23-1 inh: growth inhibitors of tim23-1 mutant yeast; S. cerevisiae tim23-1 growth, BacTiter-Glo luminescence, 24 h; inhibition, % at 20 µM; 1.3% of 330,000 active; AID 463212;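 active means growth inhibition of the mutant yeast at or above 50%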;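 further: temperature-sensitive mutant grown at 25 °C; plate controls were DMSO-treated mutant yeast for no effect and medium wells lacking yeast for full effect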
# TIM10 inh: TIM10 yeast growth inhibition; AID 463195; inhibition, % at 10 µM; S. cerevisiae TIM10 strain growth, BacTiter-Glo luminescence, 24 h; 1.4% of 330,000 active;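 active means inhibition of 40% or more at the single tested concentration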;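 further: wild-type TIM10 isogenic control strain grown at permissive 25 °C; 0% = DMSO yeast wells and 100% = minimal medium wells without yeast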
# Mdm2-MdmX inh: human Mdm2/MdmX binding inhibition. 3% of 330,000 active. AID 485346. SaOS-2 split-luciferase Mdm2/MdmX complementation, luminescence. inhibition, % at 8 µM;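 active means inhibition of at least 50% at 8 µM in the primary screen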
# tim10-1 inh: growth inhibitors of tim10-1 mutant yeast; S. cerevisiae tim10-1 ts strain growth, BacTiter-Glo, 24 h; inhibition, % at 20 µM; 2.2% of 330,000 active;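 active means inhibition of at least 40%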;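 further: mutant grown at 25 °C; 0% = DMSO wells with yeast and 100% = wells holding no yeast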
# Numbers without * were called inactive; nt = no result given. These rows are one share of the data; the hit share may differ from the screen's.
SMILES,UPR CHOP act,XBP1 UPR activ,CXCR6 block,APJ agonist,APJ antag,tim23-1 inh,TIM10 inh,Mdm2-MdmX inh,tim10-1 inh
Cc1ccc(S(=O)(=O)NN2C(=O)c3ccccc3NC2c2cccc(O)c2)cc1 (stereo unspecified),-1.0,-1,1,0,0,16,0,5,12
Cc1ccc(-n2c(SCC(=O)NCC3CCCO3)nc3n[nH]c(C)c3c2=N)cc1Cl (stereo unspecified),0.4,6,1,-9,-3,-6,2,19,5
CCOc1ccc(CCNC(=O)c2cc3sccc3n2C)cc1OCC,-0.6,2,-5,-4,-10,9,11,-30,21
O=C(Cc1ccccc1)NCC(=O)OCC(=O)c1ccc([N+](=O)[O-])cc1,1.6,0,-16,0,-17,16,-7,11,12
CCOc1cc(N2CCOCC2)c(OCC)cc1NC(=O)c1ccccc1C,-1.3,-7,2,-2,0,12,-4,5,9
CN(CC(=O)Nc1ccc(N2CCOCC2)cc1)CC(=O)Nc1ccccc1C#N,3.4,0,1,1,-7,4,10,-3,3
Cc1ccc(-c2[nH]ncc2C(=O)c2cccc(F)c2)c(O)c1,-0.4,-4,1,-5,-3,30,5,9,33
CCOC(=O)C1=C(COC(=O)c2nc(Cl)ccc2Cl)NC(=O)NC1C (stereo unspecified),-1.0,-1,-4,-1,-7,0,-8,15,-7
COc1ccc2nc(SCC(=O)Nc3cc(C)on3)c(C#N)cc2c1,2.7,-2,7,2,2,-18,-10,19,-38
O=[N+]([O-])c1cccc(Oc2cnccn2)c1,2.4,-3,-3,-1,21,13,-1,-9,11
Brc1ccc(C2=Nc3cccc4cccc(c34)N2)o1,4.3,2,4,8,-38,13,15,28,25
O=C(O)CSCC(=O)N1CCN(c2ncnc3scc(-c4ccccc4)c23)CC1,1.5,-6,-10,0,4,3,-10,-23,16
CCOC(=O)c1cc(C#N)c(N)nc1C,0.1,0,0,-4,14,2,-6,16,11
CCCCC(=O)Nc1nc2ccc(C(=O)OC)cc2s1,2.7,3,5,-1,12,29,35,-37,46*
O=C1CCc2cc(S(=O)(=O)NCc3ccc(F)cc3)cc3c2N1CC3,0.0,-3,-4,-5,-50,-5,-2,2,-7
CCOc1ccc(NC2=C(Cl)C(=O)N(Cc3ccccc3)C2=O)cc1,-0.3,-1,5,-2,0,19,-8,27,27
Cc1cc(=O)oc2cc(OCCCC[n+]3ccccc3)ccc12,4.4,3,-3,-1,-29,-11,-29,1,-5
O=C(CCN1C(=O)S/C(=C\c2ccccc2)C1=O)Nc1ccc(O)cc1C(=O)O,-0.3,-3,11,-2,4,-6,5,11,-14
Cc1ccc(C(=O)OCC(=O)N2C(C)CCCC2C)cc1S(=O)(=O)N1CCCCC1 (stereo unspecified),0.8,-2,0,-4,-51,38,29,-1,20
COc1ccccc1NC(=O)COc1ccc(/C=N/n2cnnc2)cc1OC,0.1,0,-5,8,7,4,12,-24,9
Cn1c(=O)[nH]c2cc3ccccc3cc21,-1.6,1,5,-1,13,16,4,18,24
COc1ccc2cc(C(=O)NCc3ccccc3CN3CCCC3)ccc2c1,-0.7,-2,-1,-6,11,12,7,41,2
CCc1nnc(NC(=O)c2ccc(S(=O)(=O)N(CCOC)CCOC)cc2)o1,-1.6,-3,4,-2,18,0,-7,5,14
COC(=O)CCCNC(=O)OCc1ccc([N+](=O)[O-])cc1,-2.7,1,-3,-3,-23,2,16,-2,5
CCn1c(SCC(=O)Nc2nc(C)c(C)s2)nc2cccnc21,0.2,2,4,-2,4,23,22,-4,25
CCc1ccc(NS(=O)(=O)c2c(C)nc3sc(CC)nn3c2=O)cc1,-1.2,-2,-13,-1,-5,27,6,21,23
COC(=O)CN(c1ccc2c(c1)OCO2)S(C)(=O)=O,-1.5,2,3,-1,-26,-1,-5,14,11
O=S1(=O)CCC(NC(=S)N2CCCCC2)C1 (stereo unspecified),-0.1,0,-4,5,-7,-6,-1,-4,11
CC1(C)Cc2ccccc2C(NN=C2CCCC2)=N1,1.1,-3,-14,-2,11,3,8,10,4
Cc1nc(NCCc2ccccc2)sc1C(=O)N(C)C,3.2,1,5,-1,-1,2,-9,-11,5
Cc1cccc(NC(=O)c2ccc(NC(=O)c3ccccc3Br)cc2)c1,0.4,-4,-12,-1,7,-20,-3,6,5
Cc1ccc(S(=O)(=O)CC(O)CN2CCCC2=O)cc1 (stereo unspecified),-1.7,-3,5,0,-11,-7,1,-12,11
Cc1ccc(F)cc1NC(=O)C1C2CCC(O2)C1C(=O)O (stereo unspecified),1.3,-1,-2,0,9,-5,-12,13,-40
CN(C)CCCNc1ncnc2c1cnn2Cc1ccccc1Cl,3.5,0,8,-3,5,-3,5,2,2
COc1ccc(NS(=O)(=O)c2ccc(C)c(C(=O)OC(C)C(=O)N3CCOCC3)c2)cc1 (stereo unspecified),-0.8,0,-13,-6,15,-55,-11,31,-26
O=c1oc(CCCO)cc2ccc(C#Cc3ccsc3)cc12,2.1,0,-10,-1,5,38,11,-39,9
COc1ccc(OC)c(S(=O)(=O)Nc2cnc3ccccc3c2)c1,1.7,0,-2,10,6,11,4,1,16
C/C(Cl)=C\Cn1c(NCCCn2ccnc2)nc2c1c(=O)n(C)c(=O)n2C,-1.4,-2,1,-1,13,-5,-18,9,-16
CCc1ccc(NC(=S)N2CCN(c3cccc(OC)c3)CC2)cc1,-0.3,-2,6,-2,6,-17,-22,20,-44
Cc1ccc(S(=O)(=O)N2CCC(C(=O)NC3CC3)CC2)cc1,0.8,-5,-4,0,16,-4,9,9,-22
O=C(NC(=O)N1CCCC1)c1csnn1,0.2,-4,7,2,14,9,-10,5,0
O=C(OCC(=O)N(CCc1ccccc1)Cc1ccccc1)c1cc(S(=O)(=O)N2CCOCC2)ccc1F,2.9,-4,4,-3,-6,19,18,-6,24
O=C(O)/C=C\C(=O)Nc1ccccc1C(=O)N1CCN(c2ccc(Cl)cc2)CC1,1.3,-3,4,-2,13,6,0,22,8
CCOc1ccc(NC(=O)NC(=O)N(C(C)C)S(C)(=O)=O)cc1,0.1,-1,-3,-3,1,-9,11,24,9
CCN(CC)S(=O)(=O)c1ccc(N2CCN(S(=O)(=O)c3ccccc3)CC2)nc1,1.5,6,2,2,6,0,-5,30,-8
COc1cccc(C2N(c3ccccc3)CCN2c2ccccc2)c1OC,0.2,-2,3,-1,14,12,1,2,15
N#Cc1ccccc1/C=C/C(=O)N1CCOCC1,0.5,1,0,-3,4,17,2,27,7
Cc1cccc(-n2c(C)n[nH]c2=S)c1,-1.2,-2,-4,2,7,21,14,9,17
O=C(C[C@H]1C/C=C\C[C@@H](Cc2ccc(F)cc2)C(=O)OC[C@H]2CCCN2C1=O)N[C@H](CO)Cc1ccccc1,-0.8,-1,-3,2,-9,1,2,14,11
c1ccc2c(CSCc3nc4ccccc4[nH]3)cccc2c1,-1.1,-1,1,-4,6,31,40,-5,14
O=C(Nc1nccs1)c1ccc(COc2ccccc2Cl)o1,0.7,2,1,-1,0,23,14,7,10
O=C1C=CCCC1,1.1,-1,-1,-2,-2,-17,5,15,-16
CCCNC(=O)NC(=O)CSc1nc2ccccc2c(=O)n1Cc1ccncc1,0.8,-5,5,0,7,1,8,23,-9
CCn1cc(/C=N/NS(=O)(=O)c2ccc(OC)cc2)c(C)n1,-1.3,-1,-6,1,-25,11,2,11,14
COc1cc2nc(-c3ccc(Br)o3)oc(=O)c2cc1OC,-2.6,4,-2,-5,26,19,31,-8,27
Cc1ccc(C2Nc3cccc4cccc(c34)N2)cc1,5.6,1,-3,8,-19,35,15,6,13
Cc1ccc2c(CN3CCN(CCO)CC3)cc(=O)oc2c1,-0.3,3,-6,-3,14,-5,-5,-14,6
CN(C)CC/C=C1/c2cc(F)ccc2Sc2ccc(Cl)cc21,0.0,1,-5,-5,-8,4,21,33,15
CCOC(=O)C1CCN(CC(O)COC(CC)c2ccccc2)CC1 (stereo unspecified),0.8,-1,-11,0,6,-2,-27,19,-32
COc1cc(/C=C(\C#N)c2nc3ccccc3n2C)cc(OC)c1O,0.3,1,25,0,30,48,35,-6,40

# Random excerpt: three entries already listed.
SMILES,UPR CHOP act,XBP1 UPR activ,CXCR6 block,APJ agonist,APJ antag,tim23-1 inh,TIM10 inh,Mdm2-MdmX inh,tim10-1 inh
c1ccc2c(CSCc3nc4ccccc4[nH]3)cccc2c1,-1.1,-1,1,-4,6,31,40,-5,14
Cc1ccc2c(CN3CCN(CCO)CC3)cc(=O)oc2c1,-0.3,3,-6,-3,14,-5,-5,-14,6
COc1cc(/C=C(\C#N)c2nc3ccccc3n2C)cc(OC)c1O,0.3,1,25,0,30,48,35,-6,40

# Some values from the list:
# APJ agonist result of CCCNC(=O)NC(=O)CSc1nc2ccccc2c(=O)n1Cc1ccncc1 reads 0
# TIM10 inh result of O=C1C=CCCC1 reads 5
# UPR CHOP act result of Cc1ccc2c(CN3CCN(CCO)CC3)cc(=O)oc2c1 reads -0.3
# UPR CHOP act result of COc1cc(/C=C(\C#N)c2nc3ccccc3n2C)cc(OC)c1O reads 0.3
# APJ antag result of Cc1ccc(C2Nc3cccc4cccc(c34)N2)cc1 reads -19
# APJ antag result of CCOC(=O)C1CCN(CC(O)COC(CC)c2ccccc2)CC1 (stereo unspecified) reads 6

# (listing goes on)
SMILES,UPR CHOP act,XBP1 UPR activ,CXCR6 block,APJ agonist,APJ antag,tim23-1 inh,TIM10 inh,Mdm2-MdmX inh,tim10-1 inh
CCCOc1c(OC)cccc1C1CC(=O)Nc2cc3c(cc21)OCCO3 (stereo unspecified),-1.3,-4,-9,-1,3,22,14,52*,9
CC(Sc1ccccc1)C(=O)N(CCC#N)Cc1cccnc1 (stereo unspecified),-0.9,-1,3,-2,2,1,-4,17,-8
COC(=O)c1sccc1-c1ccc(C(N)=O)o1,2.5,-2,nt,-2,1,-10,-2,25,-3
CCN(CC(=O)Nc1c(F)cccc1F)C(=O)c1ccc(-c2ccccc2)cc1,1.0,-4,2,3,3,27,14,-4,12
c1ccc(C(c2ccccc2)N2CCN(c3ccc4ccccc4n3)CC2)cc1,-0.5,-4,-3,-1,9,22,8,18,26
CC(Oc1ccccc1F)C(=O)NCCN1CCCCC1 (stereo unspecified),-1.3,-7,6,-3,1,0,0,1,-6
COc1ccc(NC(=O)c2ccc(-c3ccccc3)cc2)cc1S(=O)(=O)N1CCOCC1,1.1,8,-11,-5,-8,-34,-19,17,11
Cn1c(CNC(=O)OC(C)(C)C)n[nH]c1=S,-0.3,-1,-7,-4,2,-2,-7,-11,10
CC(C)CNC(=S)N(CCCO)Cc1cc2cc3c(cc2[nH]c1=O)OCCO3,-2.1,0,-6,1,-17,-1,0,-1,0
COc1ccc(C)cc1NC(=O)N1CCC(CO)(CC2CCCCO2)CC1 (stereo unspecified),0.1,0,-1,0,5,31,-1,13,3
Cn1c(=O)c2c(nc(SCCN3CCCCC3)n2C)n(C)c1=O,-1.0,1,4,1,8,-7,-12,3,8
Cc1ccc(CNC(=O)C2CCN(S(=O)(=O)c3ccc4c(c3)OCCCO4)CC2)cc1,-2.0,-4,3,-1,6,11,11,-7,12
